High-throughput results as filed in PubChem.
pAkt inh: Akt phosphorylation inhibition | Neuro2A IGF-stimulated pAkt S473 HTRF, 20 min; stronger effect = lower value | activity change, % for hits at 50 µM | actives 0.32% (n = 360,000) | AID 651550; in the data active = activity change below about -80%; inconclusive = mostly about -51% to -80%; note: % is set by controls: 0 for no effect and ±100 for the full control effect
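Neuro2A cells (4,500/well, DMEM with 0.5% FBS) were treated with compound at a single 50 µM final concentration, stimulated with 6 nM IGF for 20 min at 37 °C, and lysed. Phospho-Akt Ser473 was read by HTRF as 665/615 ratio ×10^4.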
Abeta rescue: A-beta toxicity reversal in yeast; yeast expressing A-beta42, growth rescue, OD600, 48 h; response scale: 0% DMSO, 100% iron-clioquinol control; Potency, µM (doses to about 46.1 µM), for inactives: at the top dose growth rescue, hits mostly activators; AID 1347071; actives 0.063% (n = 410,000); note: potency is the fitted concentration of half-maximal effect; nearly all actives have a fitted effect of over 55% in size
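Growth rescue measured by 600 nm absorbance after 48 h yeast culture at 30 C with compound. Values normalized between DMSO and an equimolar ferric chloride plus clioquinol control.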
Nrf2 block: inhibitors of Nrf2 signaling | A549 ARE-Fluc reporter, luciferase luminescence, 18-24 h | Potency, µM (series often up to 46 µM), for the others: at the top dose activity change, negative = inhibition, usual class: inhibitors | actives 2.1% (n = 360,000); note: potency is the fitted concentration of half-maximal effect; % is set by controls: 0 for no effect and ±100 for the full control effect; nearly all actives have a fitted effect of over 60% in size
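A549 ARE_Fluc cells, 5000/well, 5% FBS OPTI-MEM; compounds in dose-response, 18-24 h at 37 °C/5% CO2; CellTiter-Fluor viability read (Ex 405/Em 525), then BugLite luciferase luminescence = Nrf2 activity.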
TGFb inhibitor: blocks TGF-b signaling. Potency, µM (titrated, usually from 46.1 µM), without a hit: top-dose activity, negative = inhibition, usual class: inhibitors. actives 1.2% (n = 410,000). AID 588855. HepG2 CAGA-GFP TGF-b/SMAD3 reporter, GFP fluorescence, 18 h; TGF-beta stimulated, 500 pg/mL final; note: potency is the fitted concentration of half-maximal effect; % is set by controls: 0 for no effect and ±100 for the full control effect; nearly all actives have a fitted effect of over 65% in size
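First, reporter cells (HEPG2 CAGA-GFP) rested 2 h at 37 degrees C. Next, compounds were pinned in and TGF-beta added to 500 pg/mL final. After 18 h, GFP was imaged per cell and summed per well.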
Nrf2 ARE act: Nrf2 pathway activation | actives 0.31% (n = 410,000) | Potency, µM (titrated, usually from 46.1 µM), inactives show top-dose activation, most hits filed as activators | AREc32 ARE-luciferase reporter (MCF7-derived line), luminescence, 24 h; note: potency is the fitted concentration of half-maximal effect; % of control where 0% means no effect; nearly all actives have a fitted effect of over 65% in size
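Nrf2 activation is followed as ARE-luciferase induction in the AREc32 line after one day of compound treatment; luminescence is read with Steady-Glo.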
A549 viability: counter-screen for Nrf2 inhibitors: cytotoxicity in A549 cells | A549 ARE-Fluc cells, CellTiter-Fluor viability, 18-24 h | Potency, µM (titrated, usually from 46 µM), for the others: top-dose activity change, negative = cytotoxicity, actives largely listed as inhibitors | actives 0.16% (n = 390,000) | AID 504648; note: potency is the fitted concentration of half-maximal effect; % is set by controls: 0 for no effect and ±100 for the full control effect
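A549 ARE-Fluc cells in 5% FBS OPTI-MEM, 5000 cells/well, rested 2 h then exposed to compounds in concentration-response for 18-24 h at 37 °C. Viability by CellTiter-Fluor fluorescence (Ex 405/Em 525) after 30 min; luciferase luminescence (BugLite, 15 min, RT) read afterwards.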
Mm-Cpn inhibitor: blocks the Methanococcus maripaludis chaperonin Mm-Cpn; AID 504842; actives 0.031% (n = 330,000); purified Mm-Cpn ATPase, ADP Transcreener TR-FRET; Potency, µM (doses to about 76.9 µM), without a hit: at the top dose activity, negative = inhibition, actives largely listed as inhibitors; note: potency is the fitted concentration of half-maximal effect; % is set by controls: 0 for no effect and ±100 for the full control effect; nearly all actives have a fitted effect of over 80% in size
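Quantitative HTS used 25 nM Mm-CPN and 10 uM ATP in magnesium/KCl Tris buffer, pH 7.4, with 1 mM DTT. Hydrolysis ran 30 min at 37°C; ADP was read by HTRF.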
HepG2 viability: HepG2 cytotoxicity, counter-screen for TGF-b inhibitors; HepG2 CAGA-GFP viability, ATP luminescence, 18 h; Potency, µM (doses to about 46.1 µM), for the others: at the top dose activity change, negative = cytotoxicity, actives largely listed as cytotoxic; actives 0.76% (n = 410,000); AID 588856; note: potency is the fitted concentration of half-maximal effect; some results filed as inactive show a strong effect at the top dose
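CellTiter-Glo luminescence gave cytotoxicity after 18 hours at 37 degrees C. The cells were HepG2 CAGA-GFP in 1% FBS DMEM, stimulated with 500 pg/mL TGF-beta after compound addition. %Activity was normalised to no-cell wells (complete cell-killing) and DMSO (no toxicity), and curves were fitted and classified.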
CCT modulator: cytosolic chaperonin activity modulation; purified chaperonin ATPase assay, HTRF ADP detection, 30 min; activity change, % (test concentration not listed), hits read low; actives 0.3% (n = 360,000); AID 651819; in the data active = activity change below about -30%; note: % is set by controls: 0 for no effect and ±100 for the full control effect
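Enzyme 40 or 20 nM (batch-dependent) in Tris pH 7.4/KCl/MgCl2/DTT; cpd 76 uM single point; ATP 10 uM; 30 min 37 °C; Transcreener ADP HTRF detection, 30 min RT; ratio 665/615.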
* hit, by the source's call; i = inactive; ? = inconclusive; . = no result given; [ ] = dose if it differs, or a comment. Unless noted, calls come from the whole dose curve; as a rule, active = well fitted curve in the direction sought with a large enough effect; inconclusive = small, poorly fitted or top-dose-only effect, or another doubt; inactive = no such curve, though single readings can be large; an effect the other way counts as inactive or inconclusive.

Every second line gives: pAkt inh	Abeta rescue	Nrf2 block	TGFb inhibitor	Nrf2 ARE act	A549 viability	Mm-Cpn inhibitor	HepG2 viability	CCT modulator
Cc1cccc(C)c1OCC(=O)N(Cc1ccco1)Cc1ccco1
→ .	-0.9%	-10.2%	0.0%	5.4%	0.1%	.	-31.1%	.
O=[N+]([O-])/C(Cl)=C(/NCCO)C(Cl)=C(Cl)Cl
→ i	-6.9%	-7.5%	-13.5%	6.1%	?	.	0.1%	-2.2
CCC(Cc1ccccc1)NC(=O)c1csc2c1CCCCC2 (stereo unspecified)
→ .	-11.9%	?	-24.7%	-0.3%	-3.5%	.	-14.0%	.
COCCN(C(=O)COC(=O)CCCOc1ccc(OC)cc1)c1c(N)n(Cc2ccccc2)c(=O)[nH]c1=O
→ i	-15.2%	10.8%	-21.2%	-0.2%	-0.2%	-0.8%	5.6%	-2.4
COc1ccc(C)cc1S(=O)(=O)NC(C)C(=O)NC1CC1 (stereo unspecified)
→ i	3.9%	6.1%	8.4%	0.0%	0.3%	0.2%	1.1%	0.6
O=C(NCCCN1CCOCC1)c1ccc(Br)s1
→ i	16.9%	-2.8%	-1.3%	2.6%	-18.7%	1.1%	-1.2%	-1.0
O=c1[nH]c(=O)n(C(c2ccccc2)(c2ccccc2)c2ccccc2)cc1N(CCO)CCO
→ i	4.9%	4.7%	-0.3%	0.7%	8.4%	.	1.0%	-0.8
COCCNC(=O)C1CCCN(C(=O)COc2ccc(Cl)cc2Cl)CC1 (stereo unspecified)
→ i	-7.7%	.	7.6%	-1.5%	.	.	-0.8%	0.1
COc1cc(/C=C/C(=O)OCC(=O)N2CCC(C)CC2)ccc1O
→ i	16.7%	-1.7%	-8.5%	3.4%	-5.6%	-4.5%	-32.1%	-0.6
COc1ccc(/C(C)=N/NC(=O)c2ccc(CSc3cccc4cccnc34)cc2)cc1OC
→ i	-42.2%[inhibitor]	?	0.0%	2.2%	-5.6%	-0.6%	-5.7%	1.9
CC(C)CC(=O)n1nc(-c2cccnc2)nc1NCc1ccc(F)cc1
→ .	-10.3%	-2.7%	8.1%	-1.3%	11.3%	.	-27.9%	.
COC(=O)[C@]1(C)CCC[C@@]2(C)C3CC[C@@]4(C)C[C@]3(CCC21)CC(=O)N4C (stereo partly specified)
→ i	-19.8%	-5.0%	-18.3%	1.1%	-0.9%	1.3%	-26.4%	-1.5
Cc1cc(N)ccc1NC(=O)CN1CCOCC1
→ i	3.2%	-13.0%	-20.7%	-0.2%	-1.9%	-3.6%	-16.2%	-0.1
O=C(NCc1ccc(Cl)cc1)c1ccccc1Oc1ccccc1
→ i	-9.1%	-7.9%	-25.3%	0.1%	-0.9%	1.1%	-16.1%	-3.9
CCn1cc(Cl)c(C(=O)Nc2ccc3c(c2)OCCO3)n1
→ i	12.2%	?	-8.2%	0.0%	0.7%	-0.2%	-28.4%	-4.5
C=CCNc1nc(C2(C)CC3(CC(C)(C)OC3=O)C(=O)O2)cs1 (stereo unspecified)
→ i	-4.4%	-26.0%	-2.1%	0.1%	-10.7%	-0.5%	-0.1%	0.7
O=S1(=O)CC(N2CCN(CC3CC3)CC2)CN1C1CCCC1 (stereo unspecified)
→ i	-5.8%	.	-5.3%	-0.7%	.	.	-6.4%	1.2
COc1cccc(Cc2n[nH]c(=S)n2Cc2ccco2)c1
→ i	0.8%	?	6.4%	-0.5%	1.1%	-0.7%	2.0%	1.2
N#CCSc1nc2sccc2c(=O)n1-c1ccccc1
→ i	0.5%	3.4%	0.0%	0.2%	-3.0%	1.9%	-10.7%	-3.0
CCOC(=O)C1CCN(CCC(=O)Nc2cccc(Cl)c2)CC1
→ i	14.7%	?	-11.2%	-0.7%	3.2%	-3.9%	2.6%	0.2
Cc1ccc2c(CC(=O)Nc3ccc(S(=O)(=O)N4CCCCC4C)cc3)coc2c1C (stereo unspecified)
→ .	5.5%	?	?	-0.1%	-16.1%	.	-16.5%	.
COC(=O)c1scc(-c2ccc(C)cc2)c1S(=O)(=O)Nc1ccc(OC(F)(F)F)cc1
→ .	-11.5%	-13.1%	-9.0%	-0.7%	-16.8%	.	-15.4%	.
CCC(c1nnnn1C(C)(C)C)N1CCN(C/C=C/c2ccccc2)CC1 (stereo unspecified)
→ i	-2.4%	.	-4.0%	-0.4%	.	.	-14.3%	-1.4
Cc1cc(NC(=O)COC(=O)c2oc3c(Cl)cccc3c2C)no1
→ i	-22.2%	4.0%	5.4%	2.0%	7.1%	2.6%	2.9%	-2.3
Cc1ccc(NC(=O)Nc2nnc(N3CCCC3)s2)c(C)c1
→ .	-16.7%	1.0%	-2.0%	0.2%	2.8%	.	5.1%	.
COc1ccc(NS(=O)(=O)c2ccc3oc(SC(C)C(N)=O)nc3c2)cc1 (stereo unspecified)
→ i	-18.9%	23.1µM*	-3.6%	2.9%	-3.4%	-0.8%	-20.0%	-1.2
NC(=O)C1CCN(C(=O)COc2ccc3c4c(c(=O)oc3c2)CCC4)CC1
→ i	-14.7%	-3.2%	6.8%	0.8%	-0.8%	0.0%	-0.2%	-2.8
COc1ccccc1C(=O)COC(=O)C1CCN(S(=O)(=O)c2ccccc2)CC1
→ i	-6.7%	.	1.0%	-0.1%	.	.	-26.3%	-0.1
Cc1ccc(NC(=O)/C(C#N)=C/c2ccc(C(C)C)cc2)cc1C
→ .	-1.7%	10.9%	14.0%	-0.2%	-1.2%	.	-18.1%	.
CCOc1ncccc1C(=O)OCC(=O)Nc1ccc(-c2nc3ccc(C)cc3s2)cc1
→ i	5.8%	?	-2.9%	1.5%	12.8%	-4.8%	-11.6%	0.5
O=C(CSc1nc(C2CC2)nc2ccccc12)Nc1ccccc1Cl
→ i	-15.6%	0.5%	-11.4%	0.4%	16.2%	1.9%	-8.0%	0.9
O=C(NCc1cccc(Cl)c1)c1ccco1
→ .	-6.0%	.	-20.8%	0.0%	-0.5%	-0.7%	-2.3%	-3.6
CCOc1ccc(S(=O)(=O)N2CCC(C(=O)NCC3CCCO3)CC2)cc1Cl (stereo unspecified)
→ i	-16.8%	3.8%	-0.5%	0.6%	-4.1%	2.5%	-20.1%	-1.0
CN(CCCNC(=O)c1ccc(/C=N/O)nc1)CCCN(C)Cc1ccccc1
→ i	5.4%	-5.8%	-4.4%	0.2%	2.1%	1.1%	-29.6%	-0.6
Cc1ccc(C(=O)NCCNC(=O)CN2CCOCC2)cc1
→ i	-3.8%	12.1%	?	-0.4%	-5.3%	-0.3%	-2.0%	1.2
Cc1ccc(-n2nc3ccc(NC(=O)/C=C/c4ccco4)cc3n2)cc1C
→ i	-7.9%	?	-3.9%	?	?	1.0%	-43.0%	-0.4
Cc1c(Cl)cccc1NC(=S)N=Nc1c(O)n(CN2CCOCC2)c2ccccc12
→ i	22.4µM*	?	5.01µM*	?	-26.2%	4.5%	-27.1%	1.2
Cc1nc2ccccn2c(=O)c1NC(=O)c1ccc(F)c(F)c1
→ .	-2.0%	.	-3.6%	9.7%	-2.0%	.	-2.4%	.
CC(C)COC(=O)C(N)C(C(=O)OCC(C)C)c1ccccc1 (stereo unspecified)
→ i	19.5%	14.3%	-14.0%	0.0%	-6.1%	0.3%	4.4%	1.1
Cc1ccc(S(=O)(=O)c2nc(S(C)(=O)=O)sc2NCC2CCCO2)cc1 (stereo unspecified)
→ i	-5.5%	0.0%	-6.8%	-0.5%	18.4%	-0.1%	3.2%	0.7
CC(=O)c1ccc[n+](CC(=O)NC(C)c2ccccc2)c1 (stereo unspecified)
→ i	-0.2%	-5.9%	1.6%	-0.7%	3.6%	-2.6%	-1.5%	0.4
Cc1ccc(NC(=O)C2CCCN2C(=O)OCc2ccccc2)c(O)c1 (stereo unspecified)
→ i	14.1%	8.8%	-8.1%	2.9%	3.6%	1.0%	-2.4%	-2.2
O=C(NNc1ncc(C(F)(F)F)cc1Cl)c1c(Cl)cccc1Cl
→ i	19.3%	?	?	0.1%	.	0.8%	-13.7%	0.9
COC(=O)C1=C(NC(=O)c2ccc(Br)cc2)CCS1
→ i	0.1%	21.7%	5.0%	9.3%[9.22 µM]	5.7%	-0.5%	3.7%	0.4
CCc1cccc(C)c1NC(=O)Nc1ccc2c(c1)OCO2
→ i	-2.0%	-11.0%	-2.1%	1.2%	-1.9%	-0.3%	-16.5%	-0.6
Cc1ccc(C)c(NC(=O)CCC(=O)NN=C2CCCC2)c1
→ i	16.5%	5.3%	-7.0%	-0.2%	0.4%	0.8%	-6.0%	-1.7
Cc1cc(NC(=O)CN2C(=O)C3CC=CCC3C2=O)no1 (stereo unspecified)
→ i	18.7%	18.3%	13.5%	-0.5%	2.8%	0.8%	3.9%	1.2
COC(=O)c1cc2c(ccn2C)n1C
→ i	6.5%	-13.1%	-9.6%	2.6%	1.7%	-2.5%	-2.7%	-0.3
CCCCCSc1nnc(N)s1
→ i	-16.8%	-4.1%	-20.6%	5.3%	0.8%	-2.3%	-16.7%	0.3

Whole records, looked up by structure. Order of screens: pAkt inh	Abeta rescue	Nrf2 block	TGFb inhibitor	Nrf2 ARE act	A549 viability	Mm-Cpn inhibitor	HepG2 viability	CCT modulator
CN(CCCNC(=O)c1ccc(/C=N/O)nc1)CCCN(C)Cc1ccccc1 across the screens: i	5.4%	-5.8%	-4.4%	0.2%	2.1%	1.1%	-29.6%	-0.6
CCc1cccc(C)c1NC(=O)Nc1ccc2c(c1)OCO2 across the screens: i	-2.0%	-11.0%	-2.1%	1.2%	-1.9%	-0.3%	-16.5%	-0.6
